Rev-erbA mod: Rev-erb alpha (human) modulation; hit rate 0.79% among 370,000; activity, % at 10 µM; Rev-erbα–FITC-DNA binding, fluorescence polarization, 90 min; AID 1259318;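 active = activity above about 14%, limit read from the data; passing the limit was not always enough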;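 also: 0% = DMSO wells with 35 nM protein and 100% = DMSO wells with 750 nM protein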
PLCb3 inh: inhibitors of human phospholipase C beta3 | inhibition, % at 12.2 µM | Purified PLC-beta3, fluorogenic substrate, fluorescence | hit rate 0.18% among 370,000 | Q01970 | AID 720704; in the data active = inhibition above about 11%;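 also: 0% = median of compound wells on plate and 100% = full blocker control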
ARFGAP1 inhibitor: inhibits rat ARF GTPase activating protein 1. Arfgap1-stimulated ARF1 GTP hydrolysis, GDP FP detection. inhibition, % at 16.5 µM. hit rate 0.26% among 360,000. AID 651572;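 active = inhibition above a per-plate limit, mean inhibition of low control wells plus 3 SD, cut at about 25% in these data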;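 also: 0% = DMSO wells with enzyme and 100% = wells lacking Arfgap1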
Target sequence (Q62848 1-136 limits assumed): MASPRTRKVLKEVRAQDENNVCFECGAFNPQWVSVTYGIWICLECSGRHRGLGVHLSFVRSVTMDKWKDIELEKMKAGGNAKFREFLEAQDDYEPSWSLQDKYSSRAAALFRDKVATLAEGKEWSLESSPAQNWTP
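Material: truncated rat Arfgap1 GAP domain; Incubation: compound-enzyme preincubation 20 min, reaction 120 min, detection 60 min, 25 °C; Read-out: percent inhibition of Arfgap1-stimulated GTP hydrolysis; Technique: FP, GDP Alexa 633 tracer displaced from anti-GDP antibody, 620/688 nm; Controls: No-Arfgap1 wells (100%) versus DMSO full-reaction wells (0%); Replication: single well per compound.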
KLK7 zymogen act: proKLK7 (human) activation, primary screen. P49862. activation, % at 7 µM. hit rate 0.9% among 370,000. purified proKLK7, EDANS-DABCYL substrate fluorescence; 100% is mature enzyme control, 0% vehicle;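 active = activation above the mean of all tested compounds plus 3 SD, computed per campaign excluding outliers beyond control limits, cut at about 13% in these data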
sPLA2-III inh: Blocks human group III sPLA2 activity; inhibition, % at 12.2 µM; hit rate 0.56% among 370,000; Q9NZ20; QFRET BODIPY PC-A2 liposome hydrolysis, fluorescence;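 active = inhibition above mean plus 3 SD of compounds lying within the high and low control bounds, cut at about 19% in these data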;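 also: 0% = median of test compound wells and 100% = no enzyme DMSO wells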
PLCg1 inh: PLC-gamma1 (human) inhibition, primary screen. P19174. purified PLC-gamma1, fluorogenic substrate, fluorescence. inhibition, % at 12.2 µM. hit rate 0.84% among 370,000. AID 720700; in the data active = inhibition above about 9.5%
DDE Tn6 FP inh: disrupts Tn6 cyclic peptide binding to fibrin D-Dimer-E complex. P02675. Fibrin DD(E) TRITC-Tn6 fluorescence polarization displacement. inhibition, % at 8.3 µM. hit rate 0.21% among 370,000;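 active = inhibition above a per-campaign cutoff: mean of compounds within control limits plus 3 SD, cut at about 15% in these data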;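 also: 0% = median of all compound wells on the plate and 100% = blocking peptide control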
Target sequence (P02675 whole entry, looked up): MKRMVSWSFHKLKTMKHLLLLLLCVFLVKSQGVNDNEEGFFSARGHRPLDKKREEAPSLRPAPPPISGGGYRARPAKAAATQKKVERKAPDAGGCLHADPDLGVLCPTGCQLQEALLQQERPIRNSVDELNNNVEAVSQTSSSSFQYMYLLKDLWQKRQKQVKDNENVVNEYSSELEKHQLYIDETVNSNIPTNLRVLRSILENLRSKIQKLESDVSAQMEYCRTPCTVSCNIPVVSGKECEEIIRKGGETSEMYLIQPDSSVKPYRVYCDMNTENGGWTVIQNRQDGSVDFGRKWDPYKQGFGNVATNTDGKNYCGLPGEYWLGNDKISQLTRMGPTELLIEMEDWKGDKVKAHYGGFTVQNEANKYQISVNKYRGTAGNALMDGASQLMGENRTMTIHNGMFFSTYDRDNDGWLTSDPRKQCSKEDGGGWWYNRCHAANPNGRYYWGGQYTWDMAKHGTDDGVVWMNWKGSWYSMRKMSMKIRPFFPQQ
UHRF1 binding: blocks human UHRF1 binding to methylated DNA; UHRF1 binding to methylated oligo, TR-FRET; inhibition, % at 4.4 µM; hit rate 0.75% among 370,000; AID 687016; in the data active = inhibition above about 21%;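 also: UHRF1 SRA domain binding a hemimethylated CpG hairpin DNA probe; 0% = median of test compound wells and 100% = reference inhibitor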
ASAP1 inh: blocks human ASAP1-stimulated Arf1 GTP hydrolysis; Q9ULH1; inhibition, % at 16.5 µM; AID 624377; GDP FP detection; hit rate 0.19% among 360,000; in the data active = inhibition above about 25%;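 also: 0% = vehicle with enzyme and substrate and 100% = no enzyme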
Tn7 DDE FP: DD(E)-Tn7 binding inhibition, primary FP screen; FP displacement of FITC-Tn7 peptide from fibrin DD(E); 0% = median of compound wells per plate; inhibition, % at 8.3 µM; hit rate 0.13% among 370,000;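 active = inhibition above the mean of compounds falling within the control limits plus 3 SD of them, cut at about 14% in these data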;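 also: 0% = plate median of compound wells and 100% = 10 µM Aha-Tn7 peptide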
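Assay system: Human clot-derived fibrin DD(E) complex | Buffer or medium: Tris/NaCl/CaCl2 buffer, pH 7.8 | Repeats: One replicate per compound | Benchmarks: Aha-Tn7 high control | Measure: % inhibition scaled between sample-field median and high-control FP | Schedule: 10 min plus 3 h, room temperature | Signal: Fluorescence polarization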
* hit, by the source's call.

mol,Rev-erbA mod,PLCb3 inh,ARFGAP1 inhibitor,KLK7 zymogen act,sPLA2-III inh,PLCg1 inh,DDE Tn6 FP inh,UHRF1 binding,ASAP1 inh,Tn7 DDE FP
Cc1ccc(C(=O)N2CCc3ccccc32)cc1,-4,2,-11,-0.1,0,1,4,-5,-14,6
O=C(CCCc1ccccc1)NCCc1ccc(F)cc1,-4,5,1,-0.4,-5,1,2,5,9,2
COc1cc2nc(Nc3ccc(C)c(Cl)c3)nc(N)c2cc1OC,2,-47,-10,-2.0,-12,-27,-5,1,14,-1
CC(C)Cc1cc(C(=O)N2CCCC(C(=O)c3cc(F)ccc3F)C2)n(C)n1 (stereo not drawn),4,-4,-7,0.3,-11,2,10,-3,-1,-1
Cc1ccc(Cl)cc1NC(=O)c1ccccc1OCC(=O)N1CCOCC1,-5,-6,8,-0.3,-2,0,0,0,0,-4
O=S(=O)(NCC1CCN(c2ccc(S(=O)(=O)N3CCOCC3)cc2)CC1)c1ccc(F)cc1,0,-8,9,0.4,-32,0,6,-1,7,6
CCCC[C@@H]1CNC(=O)C(=O)N1CCCc1cc(OC)c(OC)c(OC)c1,-2,2,15,-0.2,4,1,-8,-1,-5,0
S=c1[nH]nc(COc2ccccc2)n1/N=C/c1cccs1,5,1,-9,-0.4,13,-2,10,-3,3,7
COc1ccc(C(CNC(=O)Cc2c(F)cccc2Cl)N2CCCCC2)cc1 (stereo not drawn),7,1,11,0.2,1,-3,-7,1,0,-9
CCN(C(=O)COC(=O)/C=C/c1ccccc1Cl)c1c(N)n(Cc2ccccc2)c(=O)[nH]c1=O,-1,-5,2,-0.3,12,-6,-4,-1,-5,-3
COc1ccccc1Cc1c(C2CCCCC2)nc2cc(C)c(Br)c(C)n12,3,-2,0,1.1,2,-1,3,2,-13,4
COc1ccc(C2NC(=O)NC(O)(C(F)(F)F)C2C(=O)c2ccc(F)cc2)cc1 (stereo not drawn),-1,-1,2,-0.1,5,1,5,0,-1,0
Cc1c(CN2CCc3c([nH]c4ccccc34)C2C2CCCCC2)cnn1C (stereo not drawn),3,-38,0,4.0,-5,-40,-5,8,-7,-7
C/C(=N\NC(=O)CSc1nnc(C)s1)c1ccc(O)cc1,-2,10,12,-0.1,5,9.9*,-3,8,9,-11
O=S1(=O)CCN(Cc2ccc(Cl)cc2)CC1,1,10,-4,0.1,9,14*,1,8,-2,-7
CC(=O)Nc1cccc(/C(C)=N/NC(=O)c2ccc(O)cc2)c1,5,3,-2,-0.1,-2,0,9,-2,8,-2
O=C(CN1C(=O)NC2(CCCC2)C1=O)N1CCc2ccccc2C1,0,0,6,-0.1,-2,2,6,-3,1,2
CCOC(=O)C1=C(C)N(CCCCCC(=O)O)C(=O)NC1c1ccc(Br)cc1 (stereo not drawn),-4,2,-1,-0.4,3,-2,-3,1,-8,-4
CC(C)C(NC(=O)c1ccc(Br)cc1)C(=O)NC1=NCCS1 (stereo not drawn),-5,3,1,0.4,-5,1,-8,14,6,-4
S=C1NCCOCCOCCOCCOCCNC(=S)NCCOCCOCCOCCOCCN1,-4,0,-9,-0.6,-3,-1,4,1,4,0

Reformatted with two lines to a compound: entries from further up.
Every second line gives: Rev-erbA mod | PLCb3 inh | ARFGAP1 inhibitor | KLK7 zymogen act | sPLA2-III inh | PLCg1 inh | DDE Tn6 FP inh | UHRF1 binding | ASAP1 inh | Tn7 DDE FP
O=C(CCCc1ccccc1)NCCc1ccc(F)cc1
    -4 | 5 | 1 | -0.4 | -5 | 1 | 2 | 5 | 9 | 2
COc1cc2nc(Nc3ccc(C)c(Cl)c3)nc(N)c2cc1OC
    2 | -47 | -10 | -2.0 | -12 | -27 | -5 | 1 | 14 | -1
CC(C)Cc1cc(C(=O)N2CCCC(C(=O)c3cc(F)ccc3F)C2)n(C)n1 (stereo not drawn)
    4 | -4 | -7 | 0.3 | -11 | 2 | 10 | -3 | -1 | -1
Cc1ccc(Cl)cc1NC(=O)c1ccccc1OCC(=O)N1CCOCC1
    -5 | -6 | 8 | -0.3 | -2 | 0 | 0 | 0 | 0 | -4

New compounds follow
mol,Rev-erbA mod,PLCb3 inh,ARFGAP1 inhibitor,KLK7 zymogen act,sPLA2-III inh,PLCg1 inh,DDE Tn6 FP inh,UHRF1 binding,ASAP1 inh,Tn7 DDE FP
CCc1ccc(-c2nc(-c3ccncc3)no2)cc1,-3,-1,6,0.1,3,8,5,1,-4,0
CCOC(=O)CCc1c(C)c2ccc(OCc3ccc([N+](=O)[O-])cc3)cc2oc1=O,-3,-12,-4,-1.3,12,-7,-6,2,9,4
CC1(Oc2cccc(F)c2)CCN(Cc2csc3ccccc23)C1 (stereo not drawn),-1,2,-1,0.1,1,2,-4,1,-2,-1
NC(CSC(c1ccccc1)(c1ccccc1)c1ccc(-c2ccccc2)cc1)C(=O)O (stereo not drawn),1,-9,-2,-0.4,-11,-5,-4,-1,0,0
C=CCNC(=O)c1onc(CSc2ccc(F)cc2)c1C(=O)NCCOC,-6,-6,-4,0.3,-2,-1,1,5,-1,-2
